TcdB inh = TcdB glycohydrolase inhibitors, primary screen, biochemical, single point, plate reader. Toxin B (Clostridioides difficile), P18177. TcdB glycohydrolase enzymatic assay. inhibition, % at 9.99 µM. actives 0.24% (n = 350,000). AID 652162, 2013; in the data active = inhibition above about 10%
Anthrax LF inh2 = Bacillus anthracis LF protease inhibitors, primary screen, biochemical, multiplex microsphere, MLPCN library; Lethal factor (Bacillus anthracis), P15917; multiplex microsphere protease cleavage assay; inhibition, % at 10 µM; actives 0.12% (n = 360,000); AID 588501, 2011; note: plate controls were buffer without enzyme for full effect and enzyme alone for no effect
Target sequence (P15917 whole entry, looked up): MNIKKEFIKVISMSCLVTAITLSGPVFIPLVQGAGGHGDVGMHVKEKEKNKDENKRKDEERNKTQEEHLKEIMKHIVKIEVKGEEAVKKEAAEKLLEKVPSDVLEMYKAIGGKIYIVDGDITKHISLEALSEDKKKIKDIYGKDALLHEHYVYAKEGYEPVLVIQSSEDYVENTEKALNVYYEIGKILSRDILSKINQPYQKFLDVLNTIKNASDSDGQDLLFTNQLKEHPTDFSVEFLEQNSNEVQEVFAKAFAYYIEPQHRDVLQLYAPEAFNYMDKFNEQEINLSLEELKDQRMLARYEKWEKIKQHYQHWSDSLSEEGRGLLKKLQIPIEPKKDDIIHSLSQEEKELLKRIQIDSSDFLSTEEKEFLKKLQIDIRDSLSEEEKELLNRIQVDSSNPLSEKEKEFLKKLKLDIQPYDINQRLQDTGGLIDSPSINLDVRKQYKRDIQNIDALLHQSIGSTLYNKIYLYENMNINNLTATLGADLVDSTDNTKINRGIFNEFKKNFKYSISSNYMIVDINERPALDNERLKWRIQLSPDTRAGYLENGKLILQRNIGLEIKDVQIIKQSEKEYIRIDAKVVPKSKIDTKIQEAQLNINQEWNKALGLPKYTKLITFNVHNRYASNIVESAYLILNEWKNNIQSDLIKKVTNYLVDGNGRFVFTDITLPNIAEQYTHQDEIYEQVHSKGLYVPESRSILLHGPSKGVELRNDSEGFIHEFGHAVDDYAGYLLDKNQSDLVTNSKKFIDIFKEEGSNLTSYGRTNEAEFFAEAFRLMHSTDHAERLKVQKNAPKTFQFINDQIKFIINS
BoNT-F LC inh = BoNT/F light chain protease inhibitors, primary screen, biochemical, flow cytometry, MLPCN library | actives 0.22% (n = 360,000) | Botulinum neurotoxin type F light chain protease (Clostridium botulinum) | AID 588497, 2011 | Multiplex microsphere protease cleavage assay | inhibition, % at 10 µM; in the data active = inhibition above about 35%, passing the limit was not always enough; inconclusive = no clear call, values can overlap the other calls; note: plate controls were buffer without enzyme for full effect and enzyme alone for no effect
Yp Topo-I inh = Yersinia pestis topoisomerase I inhibitors, primary screen, biochemical, cleavage product accumulation, plate reader, single point | AID 504884, 2011 | actives 0.064% (n = 360,000) | DNA topoisomerase I (Yersinia pestis CO92) | activity, % at 10 µM | Y. pestis Topo-I cleavage product accumulation; in the data active = activity above about 50%, passing the limit was not always enough; inconclusive = no clear call, values can overlap the other calls; note: inactives centre near 2
PfHsp40 yeast = rescue of yeast from PfHsp40 toxicity, primary screen, S. cerevisiae, ATP luminescence; actives 0.68% (n = 340,000); S. cerevisiae expressing PfHsp40, growth rescue; growth rescue, % at 12.5 µM; in the data active = growth rescue above about 28%, passing the limit was not always enough; inconclusive = no clear call, values can overlap the other calls;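 note: yeast W303a lacking pdr1 and pdr3 grown in galactose medium; growth measured after three days at 30 °C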
PrPC surface inh = inhibitors of human cell surface prion protein PrPC, primary screen, cell-based, TR-FRET; Major prion protein (Homo sapiens), P04156; TR-FRET read-out; actives 0.43% (n = 370,000); inhibition, % at 13.8 µM; in the data active = inhibition above about 24%; note: 0% = median of the test wells and 100% = reference compound wells
BoNT A protease = BoNT/A light chain protease inhibitors, primary screen, biochemical, flow cytometry, MLPCN library | Botulinum neurotoxin type A light chain protease (Clostridium botulinum A str. ATCC 3502) | multiplex microsphere protease substrate cleavage | inhibition, % at 10 µM | actives 0.17% (n = 360,000); note: plate controls were buffer without enzyme for full effect and enzyme alone for no effect
FadD28 binding = inhibitors of FadD28 bisubstrate probe binding, primary screen, biochemical, fluorescence polarization, single point | Mycobacterium tuberculosis FadD28 fatty-acid-AMP ligase | inhibition, % at 12.5 µM | actives 0.22% (n = 360,000); in the data active = inhibition above about 8.5%, passing the limit was not always enough; inconclusive = no clear call, values can overlap the other calls
CCHF vOTU inh = CCHFV vOTU protease inhibitors, primary screen, biochemical, Pep-AMC substrate, fluorescence | Crimean-Congo hemorrhagic fever virus L polyprotein viral ovarian tumor (vOTU) protease … | inhibition, % at 11.5 µM | actives 0.55% (n = 370,000) | AID 651958, 2012; in the data active = inhibition above about 30%; note: 0% = vehicle wells with enzyme and 100% = no enzyme wells
* = called active by the depositor; u = inconclusive; x = not tested or not shown; & = joins results of further samples. Cut-off read from the data, not from the text of the source, unless noted: active = inhibition above about 30%; inconclusive = no clear call, values can overlap the other calls; inactive = below that.

SMILES | TcdB inh | Anthrax LF inh2 | BoNT-F LC inh | Yp Topo-I inh | PfHsp40 yeast | PrPC surface inh | BoNT A protease | FadD28 binding | CCHF vOTU inh
O=C(CC[C@H]1O[C@@H](n2ccc(=O)[nH]c2=O)[C@H](O)[C@@H]1O)NCc1ccc2c(c1)OCO2 | 2.7 | 0 | -4 | x | x | -1 | -0.3 | -2.2 | 3
CCN(CC)C(=O)c1ccccc1NC(=O)c1ccccc1SC | 0.6 | -1 | 5 | -4 | 0.3 | 1 | 0.5 | -2.7 | -7
O=C(Nc1nccs1)c1nc[nH]c1C(=O)NCc1ccccc1 | 0.1 | -9 | -3 | 4 | -1.7 | 4 | -0.2 | -0.1 | -3
COc1ccc(OC)c(NC=C2C(=O)OC3(CCCCC3)OC2=O)c1 | x | 2 | 14 | 6 | 0.6 | 7 | 9.5 | -3.6 | 5
COc1ccc(Cn2nnnc2C(c2ccccc2Cl)N2CCC(C(N)=O)CC2)cc1 (stereo not given) | x | -3 | -2 | 17 | -0.7 | -5 | 0.1 | -1.2 | 7
COc1cc(C=C2C(=O)NC(=O)NC2=O)ccc1OS(=O)(=O)c1ccccc1[N+](=O)[O-] | 2.5 | -4 | 2 | -6 | -1.3 | -10 | -1.8 | -7.0 | -6
O=C(NCCO)C(O)C(O)C(=O)NCCO (stereo not given) | 0.9 | -8 | -4 | 3 | -1.0 | 7 | 1.1 | -2.1 | -12
CCN(CC(=O)Nc1c(F)cccc1F)C(=O)c1cc(S(=O)(=O)N(CC)CC)ccc1N1CCCCC1 | 0.7 | 1 | 10 | 13 | 0.6 | 6 | -0.2 | 1.4 | -7
CCCN(c1ccc(C(C)C)cc1)S(=O)(=O)c1c(C)[nH]c(=O)[nH]c1=O | 1.1 | -2 | 2 | 6 | -0.6 | -6 | -0.1 | 1.3 | 2
COC(=O)CSc1nc(-c2ccccc2)c2c(c1C#N)CCCC2 | x | -3 | 13 | -6 | 2.2 | 12 | 0.7 | -1.9 | 3
CC1(C)CC(=O)C(C=NCC2CCNCC2)=C(O)C1 | x | -11 | 1 | 1 | -0.4 | -8 | 0.1 | 0.0 | 0
O=[N+]([O-])c1ccc(COc2cccnc2)cc1 | -0.1 | -6 | -1 | 0 | 0.2 | -22 | 0.4 | 1.0 | -9
CCN(CC)CCOC(=O)c1ccc(N/C=C(/C#N)c2nc(-c3cc4ccccc4oc3=O)cs2)cc1 | 0.2 | -6 | -19 | -24 | -1.0 | 7 | 5.2 | -3.0 | 8
O=C(Nc1cccc(C(F)(F)F)c1)Nc1ccc2nc([C@@H]3O[C@H](CO)[C@@H](O)[C@H](O)[C@H]3O)[nH]c2c1 | 2.2 | 6 | 2 | 1 | x | 5 | -0.4 | 3.9 | 2
Cc1cccc(/C=C2\Sc3ccc(C(=O)N4CCCCC4)cc3N(C)C2=O)c1 | 1.2 | 1 | 7 | 37 | 0.3 | 7 | -0.4 | -2.8 | 18

A section from further up, for reference:
SMILES | TcdB inh | Anthrax LF inh2 | BoNT-F LC inh | Yp Topo-I inh | PfHsp40 yeast | PrPC surface inh | BoNT A protease | FadD28 binding | CCHF vOTU inh
O=[N+]([O-])c1ccc(COc2cccnc2)cc1 | -0.1 | -6 | -1 | 0 | 0.2 | -22 | 0.4 | 1.0 | -9
CCN(CC)CCOC(=O)c1ccc(N/C=C(/C#N)c2nc(-c3cc4ccccc4oc3=O)cs2)cc1 | 0.2 | -6 | -19 | -24 | -1.0 | 7 | 5.2 | -3.0 | 8
O=C(Nc1cccc(C(F)(F)F)c1)Nc1ccc2nc([C@@H]3O[C@H](CO)[C@@H](O)[C@H](O)[C@H]3O)[nH]c2c1 | 2.2 | 6 | 2 | 1 | x | 5 | -0.4 | 3.9 | 2
Cc1cccc(/C=C2\Sc3ccc(C(=O)N4CCCCC4)cc3N(C)C2=O)c1 | 1.2 | 1 | 7 | 37 | 0.3 | 7 | -0.4 | -2.8 | 18

(list continues)
SMILES | TcdB inh | Anthrax LF inh2 | BoNT-F LC inh | Yp Topo-I inh | PfHsp40 yeast | PrPC surface inh | BoNT A protease | FadD28 binding | CCHF vOTU inh
C/[N+]([O-])=C\C1C(=O)CC(C)(C)CC1=O | 1.1 | -6 | -5 | 1 | 0.3 | -3 | 0.3 | -3.1 | -12
CC(C)(C)NC(=O)c1cnn(-c2ccccc2)c1NC(=O)c1ccccc1 | 1.1 | 2 | -11 | 0 | 0.2 | 7 | -0.2 | -3.2 | -1
CCCCn1c(SCC(=O)Nc2cc(C)on2)nc2cc(S(N)(=O)=O)ccc21 | -0.2 | -4 | 1 | 3 | 0.0 | 3 | -0.2 | -1.7 | -9
Nc1ncnc2c1ncn2[C@@H]1O[C@H](CNCC#Cc2ccccc2)[C@@H](O)[C@H]1O | x | -2 | -8 | -8 | 2.0 | x | -0.6 | 3.3 | x
O=c1nc(NC2CCCC2)ccn1Cc1cccc(Br)c1 | x | -1 | -1 | 0 | 20 | 1 | 2.2 | -1.9 | -1
COc1cc(CN2CCNC(=O)C2CC(=O)N(Cc2nccn2C)C(C)C)cc(OC)c1 (stereo not given) | 1.5 | -1 | 3 | 5 | 0.0 | -6 | 0.2 | -1.9 | -13
Cn1cccc1C(=O)OCC(=O)NCc1ccc2c(c1)OCO2 | 1.5 | -2 | 3 | -1 | 1.3 | -7 | 0.0 | -1.7 | 13
O=C(Nc1ccc2[nH]ccc2c1)c1ccc(F)cc1 | 0.8 | -4 | -6 | -1 | -0.4 | 0 | 0.3 | 1.0 | -1
O=C(O)c1ccc(-n2nc(C(F)(F)F)c3c2CCCC3)cc1 | -1.4 | 2&-3 | -4&-1 | 10&-4 | -1.1&-0.8 | 4&-6 | 1.3&0.3 | -2.2&-1.5 | -8&-3
Cc1nc(SCC(=O)Nc2c(C)n(C)n(-c3ccccc3)c2=O)[nH]c(=O)c1C | x | 10 | 5 | -4 | -2.4 | 1 | 1.2 | -2.6 | -13
O=C(OCc1nnc(-c2ccccc2)o1)C1CC(=O)N(Cc2ccco2)C1 (stereo not given) | 0.4 | -2 | -4 | 2 | -1.0 | 6 | -1.7 | -0.3 | -15
CCCCN1CC(COCc2ccccc2)Oc2cccc(N3CCCC3)c2S1(=O)=O (stereo not given) | -1.4 | -4 | -7 | 14 | -0.8 | 8 | -0.4 | -1.6 | 13
C=C1C(C(=O)N2CCOCC2)C1C(=O)N1CCOCC1 (stereo not given) | 1.2 | -4 | -1 | -1 | 0.6 | 1 | -1.3 | -1.1 | 3
CCOc1ccc2nc(NCCNC(=O)C(C)(C)C)c(C)cc2c1 | 2.9 | -5 | 2 | -6 | -0.9 | 0 | -0.8 | -1.7 | -33
COc1cccc(NC(=O)COC(=O)/C=C/c2ccc(Cl)cc2Cl)c1 | 0.1 | 1 | -1 | 6 | -1.1 | 3 | 1.1 | -3.5 | 2
Cc1ccc2c(c1)C1CN(C)CCC1N2C(=O)/C(C#N)=C/c1ccc2c(c1)OCO2 (stereo not given) | x | 0 | -3 | -2 | -0.9 | 7 | 0.2 | -5.1 | -2
Cc1ccc(SCCC(=O)N2CCC(C(N)=O)CC2)cc1 | x | 0 | -8 | 6 | -0.8 | -1 | -0.7 | -0.9 | 7
CCOc1ccccc1C1C(C#N)=C(N)Oc2cc(C)n(C)c(=O)c21 (stereo not given) | -4.3 | 0 | 5 | 4 | -0.7 | 6 | u | 0.4 | 0
COc1cccc(COC(=O)c2sc3nc4n(c(=O)c3c2C)CCC4)c1OC | 0.5 | -1 | -11 | -3 | x | -3 | -2.1 | -1.9 | 1
NC(=O)[C@H](Cc1cc2ccccc2s1)NC(=O)[C@@H]1CC2(CC(c3cccc(NC(=O)[C@@H]4CCC(=O)N4)c3)=NO2)CN1C(=O)/C=C/Sc1ccccc1 (stereo not given in full) | -0.4 | 1 | -11 | 10 | 3.3 | -11 | -0.4 | -3.5 | 0
Cc1ccc(C)c(C(=O)COC(=O)Cn2c(C)csc2=O)c1 | -1.1 | -1 | 7 | 14 | -0.6 | 2 | 0.0 | 0.1 | 13
Cc1ccc(/C(CSc2nccn2-c2ncc(C(F)(F)F)cc2Cl)=N\O)cc1 | x | 0 | -2 | 5 | 0.4 | 22 | 0.7 | -2.1 | 24
CC(C)C(=O)Nc1ccc(NC(=O)c2cccnc2)cn1 | x | 2 | -2 | 5 | -0.7 | 3 | -0.2 | 1.1 | -3
Cc1cc(/C=N/NC(=O)c2cccc(N(C)C)c2)c(C)n1-c1cc(C(=O)O)cc(C(=O)O)c1 | -1.8 | -2 | -7 | 5 | 0.9 | x | -1.5 | 2.8 | x
COc1ccccc1C(=O)Nc1ccccn1 | x | 1 | 3 | 6 | -0.4 | -5 | 0.4 | -3.4 | -8
CCOc1ccc2nc(NCCNC(=O)C3CC3)c(C)cc2c1 | 1.5 | -5 | -13 | 6 | -1.2 | -9 | -0.4 | -0.1 | -30
CCN(CC)c1ccc(/C=N\N2CCN(Cc3ccc(C)cc3)CC2)cc1 | -32 | -1 | -2 | 26 | -0.4 | 1 | -0.5 | -0.3 | 4
CCOc1ccc(C(=O)Nc2ccc3c(c2)OCCO3)cc1OC | -0.6 | -1 | -3 | 2 | 0.6 | 3 | -0.7 | -3.1 | -10
Cc1ccccc1CS(=O)(=O)Cc1ccc(C(=O)NCCCN2CCOCC2)o1 | x | 1 | -8 | 4 | 1.0 | -3 | -0.4 | 0.7 | -14
CS(=O)(=O)N1CCC(C(=O)Nc2ccc(F)cc2)CC1 | 2.2 | -4 | 1 | 6 | -0.7 | 0 | -1.5 | -2.6 | 1
CC(Oc1ccc2oc3ccccc3c2c1)C(=O)NC12CC3CC(CC(C3)C1)C2 (stereo not given) | 2.9 | -1 | -7 | 34 | 0.9 | 5 | -0.7 | -0.3 | -2
Cc1ccc(-n2c(SCC(=O)NC3CCCCC3)nc3c(c2=O)SCC3)cc1 | 2.9 | -2 | -10 | 8 | -1.1 | 7 | 0.4 | -3.4 | 7
NCCCSC1=NCCCN1 | x | -8 | -13 | 3 | -0.2 | 2 | 0.5 | -2.7 | -8
CN(C)C(=O)CSc1nnc(-c2cnccn2)n1C | x | -4 | 6 | -2 | 0.8 | -5 | 0.5 | -3.4 | 8
O=C(Nc1ccccc1)NC1CC2CCC(C1)N2 (stereo not given) | x | -12 | -11 | 0 | 1.8 | -4 | -2.3 | -3.7 | 2
O=C(Nc1cc2c(oc1=O)CCCC2=O)c1ccccc1 | x | -16 | -11 | 6 | -1.4 | -9 | -0.4 | -1.1 | -1
Cc1c(C#N)c(N)nc2c3c(sc12)NC(=O)CC3c1ccccc1 (stereo not given) | x | 0 | -14 | 0 | -0.2 | 5 | 0.1 | -0.3 | -8
CCN1CCN(C(=O)Cn2nc(C)n3c(cc4c(OC)cccc43)c2=O)CC1 | 1.1 | 1 | -5 | -2 | -0.1 | -8 | -0.5 | -0.5 | -159
CC1CCCN(c2ccc(C(=O)NCC3CCCO3)cn2)C1 (stereo not given) | 1.1 | -1 | 2 | 2 | -0.1 | 6 | 0.1 | -1.4 | -18
CCCCc1ccc(NC(=S)NN2CCOCC2)cc1 | 1.0 | -2 | -1 | 12 | 2.5 | 2 | -0.6 | -0.6 | -1
O=C(NNC(=S)Nc1ccccc1)C1CCCCC1 | 2.1 | 0 | -5 | 7 | -1.2 | 5 | -1.3 | 0.0 | 5
COc1ccc(N2CCN(C(=O)c3cc4c(s3)-c3ccccc3OC4)CC2)cc1 | 0.1 | -3 | 4 | 1 | 0.3 | -4 | -0.5 | -0.5 | -9
CCN1CCN(S(=O)(=O)c2ccc(S(=O)(=O)NC3CC3)cc2)CC1 | 1.0 | -14 | 13 | -7 | -0.7 | 5 | -3.0 | -1.6 | 3
